Screens as filed in PubChem.
Furin inhibitor = inhibitors of human furin | P09958 | purified furin, fluorogenic substrate cleavage | inhibition, % at 30 µM | 220,000 tested, 0.061% active | AID 463115; in the data active = inhibition above about 25%; also: inactives centre near -15
Target sequence (P09958 108-714 limits assumed): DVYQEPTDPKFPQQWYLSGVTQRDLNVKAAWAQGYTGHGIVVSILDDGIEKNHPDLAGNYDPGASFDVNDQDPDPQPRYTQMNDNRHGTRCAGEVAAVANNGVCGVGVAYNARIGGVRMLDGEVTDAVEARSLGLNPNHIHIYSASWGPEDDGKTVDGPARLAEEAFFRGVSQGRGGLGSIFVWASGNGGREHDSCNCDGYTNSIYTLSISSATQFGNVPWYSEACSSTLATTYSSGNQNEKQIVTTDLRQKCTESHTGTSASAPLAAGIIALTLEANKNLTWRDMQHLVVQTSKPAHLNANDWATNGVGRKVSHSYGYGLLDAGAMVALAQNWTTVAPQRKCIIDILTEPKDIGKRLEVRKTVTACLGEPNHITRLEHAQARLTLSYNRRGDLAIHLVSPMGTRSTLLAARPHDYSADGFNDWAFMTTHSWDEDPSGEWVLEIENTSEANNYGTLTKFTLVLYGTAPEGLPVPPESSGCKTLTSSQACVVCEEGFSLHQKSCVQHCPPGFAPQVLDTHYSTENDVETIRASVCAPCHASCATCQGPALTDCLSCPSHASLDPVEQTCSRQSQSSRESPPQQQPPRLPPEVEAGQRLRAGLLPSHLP
Tb hexokinase = blocks Trypanosoma brucei hexokinase 1 activity | recombinant TbHK1, G6PDH-coupled NADH A340 | inhibition, % at 10 µM | 220,000 tested, 0.11% active | AID 1430;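 active = inhibition of 50% or more in the single-dose primary screen; inactive = inhibition below 50%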
TRPML3 ag = activates the human TRPML3 channel. 220,000 tested, 0.29% active. Q8TDD5. activation, % at 3 µM. HEK293 TRPML3-YFP, Fluo-8 calcium fluorescence; 100% = the carbachol control signal;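 active = activation above its plate's cutoff, the mean activation of the plate's test wells plus 3 SD, cut at about 12% in these data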;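 also: 0% = DMSO only wells and 100% = carbachol wells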
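system = HEK293 cells stably carrying human TRPML3-YFP | doses = one concentration, 3 µM nominal, 0.3% DMSO | timing = dye loading 1 h 37 °C then 30 min ambient, 125 s read | detection = Fluo-8 calcium dye fluorescence, ex 470-495, em 515-575 nm | benchmarks = high control carbachol 87 µM, low control DMSO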
KCC2 mod = KCC2 (human) Cl- transport modulation; KCC2 cells, thallium flux FluoZin-2 fluorescence; B-score of Tl+ flux slope (higher = more flux/activation; lower = inhibition) at 10 µM; 190,000 tested, 2.2% active; AID 1456;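 active = thallium flux slope and its plate-corrected score both differing from the plate sample mean at a set confidence after two filtering rounds, in either direction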;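 also: slope of fluorescence scaled to starting intensity during 10 to 20 s after thallium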
m-calpain inh = calpain II (pig) inhibition. purified calpain II, fluorogenic peptide substrate, 30 min. inhibition, % at 16 µM. 220,000 tested, 0.37% active;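 active = inhibition above about 50%, limit read from the data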
zfTRPN1 agonist = activates the zebrafish TRPN1 channel; HEK293 zebrafish TRPN1-YFP, Fluo-8 calcium fluorescence; 100% = response to 87 µM carbachol; AID 1424; activation, % at 3 µM; 220,000 tested, 0.18% active;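 active = activation above its plate's cutoff, the mean activation of test wells on that plate plus 3 SD, cut at about 19% in these data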;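 also: 0% = DMSO alone and 100% = 87 µM carbachol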
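Material – zebrafish TRPN1-YFP in HEK293 cells · Doses – 3 µM single point · Schedule – dye 1 h 37 °C plus 30 min RT · Signal – Fluo-8 calcium fluorescence, excitation 470-495 nm, emission 515-575 nm · Read-out – % activation versus carbachol response · Control set – carbachol high, DMSO low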
PPC-1+TRAIL kill = compounds killing PPC-1 cancer cells with TRAIL present (potentiator screen, no TRAIL-free arm); PPC-1 cells + TRAIL, ATPLite viability luminescence; cell killing (% activity), % at 4 µM; 220,000 tested, 0.41% active; AID 1443;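 active = cell killing above 50% in the first pass at 4 µM, then a duplicate retest at 5 µM averaging 50% or more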;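 also: plate controls were cells with TRAIL plus DMSO for no effect and medium-only wells lacking cells for full effect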
thrombin 1536 = blocks human thrombin protease activity. AID 1046. 220,000 tested, 0.26% active. inhibition, % at 5 µM. P00734. alpha-thrombin, Boc-VPR-AMC fluorogenic substrate cleavage;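 active = inhibition at or above 40%; inactive = inhibition below 40%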;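 also: 0% = enzyme with no compound and 100% = wells without enzyme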
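System – human alpha-thrombin protein · Reagent – Boc-VPR-AMC substrate, 15 µM final · Compound – 5 µM single dose in 0.2% DMSO · Schedule – reaction at room temperature · Technique – AMC fluorescence at 355 nm excitation and 460 nm emission · Read-out basis – % inhibition relative to enzyme controls and enzyme-free blanks · Control set – no-compound enzyme wells and no-enzyme blanks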
EBV gp42 block = blocks Epstein-Barr virus glycoprotein 42 binding. 220,000 tested, 0.42% active. inhibition, % (tested at 21.74 µM). AID 1085. Fluorescence polarization binding assay, mP read-out; in the data active = inhibition above about 50%
Target sequence (Q1HVG2 whole entry, looked up): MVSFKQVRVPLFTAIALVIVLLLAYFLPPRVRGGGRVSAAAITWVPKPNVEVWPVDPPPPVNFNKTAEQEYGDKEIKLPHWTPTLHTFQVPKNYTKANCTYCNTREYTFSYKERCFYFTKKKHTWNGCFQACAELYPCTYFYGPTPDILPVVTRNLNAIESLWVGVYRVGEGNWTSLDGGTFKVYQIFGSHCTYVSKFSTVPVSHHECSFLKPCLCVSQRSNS
Active calls of the source: *; . = not tested or not shown; [ ] = dose if it differs, or a comment.

Sequence of screens – zfTRPN1 agonist, thrombin 1536, EBV gp42 block, PPC-1+TRAIL kill, KCC2 mod, Furin inhibitor, Tb hexokinase, TRPML3 ag, m-calpain inh
(1) COc1ccc(/C=N/n2c(C)nc3c([nH]c4ccccc43)c2=O)cc1CN1CCCC(C)(C)C1
    1.6, -3, -7, 14, 1.1, -17, -29, 1.1, -12
(2) O=C(Nc1nnc(Cc2ccccc2)s1)c1cnccn1
    1.2, 8, 58*, 17, 1.7, -17, -15, 0.6, -8
(3) OCCNC(=S)Nc1cc(Cl)cc(Cl)c1
    2.8, -6, 1, 10, ., -11, -3, 1.0, 20
(4) CCCC12CN3CCN(CC(C3)/C1=N\NC(=O)Nc1ccccc1)C2
    0.3, 2, -13, -3, 0.45, -10, 19, 0.5, -7
(5) CCOC(=O)c1oc2cc(OCC(=O)OC)ccc2c(=O)c1-c1ccc(OC)c(OC)c1
    0.8, -3, 51*, -30, -2.4, -14, -16, 0.1, -10
(6) O=S(=O)(NC1CCCC1)c1ccccc1Br
    ., 2, -16, 10, 1.5, -25, -5, ., -7
(7) C/C(=N\NS(=O)(=O)c1ccc(C)c([N+](=O)[O-])c1)c1cc2ccccc2o1
    -0.6, 6, -1, 44, -1.4, -6[20 µM], -28, -0.1, -12
(8) Cc1cc(C)c2c(N)c(C(=O)N3CCCCCC3)sc2n1
    0.2, 1, -12, 20, ., -12, 13, -0.3, -144
(9) Cc1csc(NC(=O)C2=NN(c3ccccc3)C(=O)CC2)n1
    -1.3, 4, -8, -6, -1.6, -5, -22, -0.2, 8
(10) c1ccc(-c2nnc(SCc3nnc(-c4cccs4)o3)o2)cc1
    0.0, -8, -3, 19, -1, 1[20 µM], -3, 0.5, -52
(11) CCSc1nnc(CNC(=O)c2ccccc2F)n1-c1ccccc1OC
    0.7, 2, -3, 19, -0.6, -25, 3, 0.1, -1
(12) CCOC(=O)c1[nH]c(C)c(C(=O)Nc2ccc(C)c(F)c2)c1C
    1.4, -4, -17, -6, 0.73, -15, 4, 0.5, 27
(13) Cc1oc(-c2ccccc2)cc1C(=O)Nc1ccccc1
    -0.5, 0, -5, 5, 0.96, -12[20 µM], -2, -0.2, 24
(14) O=c1c2ccccc2c(C=Nc2cccc(S(=O)(=O)NC3=NCCCCC3)c2)c(O)n1Cc1ccccc1
    -1.7, -3, -13, 9, -0.23, -3, -18, -0.6, -46
(15) COc1ccc(NC(=O)c2sccc2-n2cccc2)cc1
    0.9, 1, 11, -12, -1.9, -10, -4, -0.2, 16
(16) COc1ccc(CCNC(=O)CSc2nc(-c3ccc(OC)c(OC)c3)ccc2C#N)cc1
    -0.4, -28, -26, 12, -0.36, -23, -15, -0.3, -218
(17) Cc1oc(-c2cccs2)nc1CS(=O)CC(=O)NCCCOC(C)C (centres undefined)
    1.0, -1, -22, -4, 0.77, -5, 10, -0.3, -35
(18) Cc1cc(NC(=O)CN2CCOCC2)n(-c2nc3ccccc3s2)n1
    1.3, -2, 2, -17, 0.37, -3[20 µM], -16, 1.1, -21
(19) O=C(NNC(=O)C1CC2CCC1C2)c1sc2ccccc2c1Cl (centres undefined)
    0.9, -1, -21, 18, 9.5*, -9, -4, 0.4, -16
(20) CCC(CO)NCc1ccc2c(c1)n(C)c(=O)n2C (centres undefined)
    1.5, 3, -19, 16, 0.19, -14, 1, 1.4, -15
(21) Clc1ccc(-c2nc3n(n2)Cc2ccccc2-3)cc1
    0.4, -8, -21, 22, -0.82, -3[20 µM], 7, 0.4, 6
(22) COC(=O)C(C(=O)OC)C(C(=O)OC)C(C(=O)OC)C(=O)OC
    -1.9, 5, -5, 18, 0.48, -12[20 µM], 3, 0.8, -6
(23) CCc1cccc(NC(=O)Cn2c3[n+](c4ccc(C(F)(F)F)cc42)CCCCC3)c1
    -0.3, -1, -60, 16, -1.6, 6, 15, -0.1, 16
(24) Cc1ccc(-c2ccc(CO)o2)cc1N
    -0.6, 11, -3, 12, -0.21, -26, -7, -0.1, -98
(25) O=C(Nc1ccc(F)cc1)c1ccccc1
    -0.3, 1, -22, 22, 0.52, -23[20 µM], 1, 1.1, 3
(26) O=C(NNC(=O)c1nn(-c2ccc(F)cc2)ccc1=O)Nc1cccc(Cl)c1
    1.5, 2, -18, 19, -0.3, -17, -8, 0.1, 4
(27) COC(=O)CN1C(=O)C(O)(CC(=O)c2cccc(Br)c2)c2ccccc21 (centres undefined)
    0.6, -1, 1, 14, 0.79, -21, -4, -0.1, -1
(28) COc1ccc2cc(CN(CC3COCCO3)S(=O)(=O)c3ccccc3)c(=O)[nH]c2c1 (centres undefined)
    -0.2, -5, 3, 12, -0.86, -23, -19, 0.1, 14
(29) O=C(C1=C[C@@H](c2ccc3c(c2)OCO3)C[C@@H](OCc2ccc(CO)cc2)O1)N1CCOCC1
    1.5, 1, -12, 17, 0.029, -34, -9, 0.3, -4
(30) CC(C)CCNC(=O)NC(=O)COC(=O)C1=COCCO1
    0.9, -2, -9, ., -0.57, -22, 0, 0.3, 3

Ordered by length of the SMILES (lowest first): part of the list above
Sequence of screens – zfTRPN1 agonist, thrombin 1536, EBV gp42 block, PPC-1+TRAIL kill, KCC2 mod, Furin inhibitor, Tb hexokinase, TRPML3 ag, m-calpain inh
(20) CCC(CO)NCc1ccc2c(c1)n(C)c(=O)n2C (centres undefined)
    1.5, 3, -19, 16, 0.19, -14, 1, 1.4, -15
(18) Cc1cc(NC(=O)CN2CCOCC2)n(-c2nc3ccccc3s2)n1
    1.3, -2, 2, -17, 0.37, -3[20 µM], -16, 1.1, -21
(12) CCOC(=O)c1[nH]c(C)c(C(=O)Nc2ccc(C)c(F)c2)c1C
    1.4, -4, -17, -6, 0.73, -15, 4, 0.5, 27

(list continues)
Sequence of screens – zfTRPN1 agonist, thrombin 1536, EBV gp42 block, PPC-1+TRAIL kill, KCC2 mod, Furin inhibitor, Tb hexokinase, TRPML3 ag, m-calpain inh
(31) Cc1sc2nc(CSCC(=O)Nc3ccccc3C#N)[nH]c(=O)c2c1C
    0.7, -3, -39, 8, 1.2, -15, -2, 0.9, 3
(32) CC(C)N(C(=O)CSc1nnc(NC(=O)c2cccs2)s1)C(C)C
    0.7, 0, -11, 28, -0.5, -9[20 µM], -22, 0.1, -2
(33) CCCOc1ccc(/C=N/NC(=O)CSCc2ccc([N+](=O)[O-])cc2)cc1OCC
    -0.1, 0, -16, 23, 0.0068, -9, -7, 0.2, 31
(34) CCC1CCCCN1C(=O)COc1cccc2c1CCN(C)C2=O (centres undefined)
    0.6, -1, 8, -5, 0.035, -26, -7, 0.9, -27
(35) C/C(=N\NC(=O)CCCNc1ccc(C)cc1)c1ccccn1
    0.4, -4, 3, 24, -1.5, -23, 2, -0.5, 24
(36) CCOC(=O)C1CCN(c2nc3cc(OC)ccc3cc2C#N)CC1
    0.9, 5, -6, 30, -0.055, -17, 3, -1.2, -159
(37) CC(C)n1cnc2c(Nc3cccc(F)c3)nc(NCCO)nc21
    ., -1, -16, 1, -0.087, -28, -6, ., -13
(38) O=C(NCCNC1CCC(c2ccccc2)CC1)c1ccc(F)cc1 (centres undefined)
    2.0, -5, -5, -4, -0.72, -19, 6, 2.5, 5
(39) COc1cc(OC)c(OC)cc1/C=N/NC(=O)c1cccc(S(=O)(=O)N2CCOCC2)c1
    0.2, -4, 5, 6, -0.53, -9, -27, 1.0, -5
(40) Cc1ccccc1NC(=O)C1CC(Cl)=CCC1C(=O)O (centres undefined)
    0.7, -3, -8, 9, ., -19, 0, 0.7, 15
(41) O=C(O)c1ccc(N/N=C/c2ccc(-c3ccc(Cl)cc3Cl)o2)cc1
    -4.0, -5, 8, -18, -0.18, 7, 9, -0.5, -5
(42) CCNC(=S)NCCN1CCCCC1
    0.5, -24, -9, -6, 0.14, -20[20 µM], -3, 0.2, -9
(43) COCCNC(=O)c1ccccc1-c1nc(-c2ccccc2OC)no1
    0.2, 5, -3, 0, 0.055, -21[20 µM], -4, 0.7, -4
(44) CCc1ccccc1N1CN(Cc2ccco2)CNC1=S
    1.7, -5, -8, 0, 0.48, -30, -14, 0.4, -11
(45) O=C(COC(=O)c1cccc(F)c1)Nc1cccnc1Cl
    2.0, -13, -6, 9, -0.0027, -17, -2, 0.4, 26
(46) N#Cc1ccc(OCc2noc(-c3ccsc3)n2)cc1
    -0.6, -9, 0, 1, -0.06, -2, 10, 0.2, 4
(47) Cc1cc(C)n(C(=O)CCCCCCCCC(=O)n2nc(C)cc2C)n1
    2.0, -3, -8, 6, -0.47, -16[20 µM], -3, 0.9, 2
(48) CC(C)CC(=O)Nc1ccc(C(=O)NN2C(=O)c3ccccc3C2=O)cc1
    -0.6, -17, -2, 1, 0.13, -17, -10, 1.1, 9
(49) CCOc1ccc(/C=C(\C#N)C(=O)c2c(C)[nH]c3ccccc23)cc1OC
    0.1, -5, 27, 18, -1.4, -1, -12, 1.0, 0
(50) Cc1ccc(C(=O)C2CCN(CC(=O)Nc3ccc(N(C)C)cc3)CC2)cc1
    -0.8, 0, -10, -9, 0.0042, -1, 6, -0.7, 0
(51) Cc1ccc2cc3cc(C(=O)NCc4ccc5c(c4)OCO5)oc3nc2c1
    -0.1, 1, -38, -28, ., -17, -17, 0.4, -35
(52) CCCCCCC(=O)Nc1ccc(Cl)cn1
    -0.9, -4, -6, -10, 0.19, -14[20 µM], 4, 0.2, 18
(53) CCn1c(SCC(=O)Nc2ccc(OC)cc2)nc2nc3c(cc2c1=O)COC(C)(C)C3
    0.4, -1, -5, -6, 0.097, -23, 0, 0.7, -8
(54) CC(C)(C)C1=NN(C(=O)c2ccccc2)C(O)(C(C)(C)C)C1 (centres undefined)
    -1.5, -7, -12, 23, 0.0064, -17[20 µM], -5, -0.4, 1
(55) O=C(CCCOc1ccc(Cl)cc1Cl)N/N=C/c1ccco1
    0.1, 11, -22, 10, -0.27, -14, -2, 0.4, -8
(56) COc1ccc2[nH]c(=O)c(CN(Cc3cccnc3)Cc3nnnn3CC3CCCO3)cc2c1 (centres undefined)
    0.2, 1, -27, 9, -0.62, -16, -31, 0.8, -39
(57) Oc1c(C(Nc2ccccn2)c2ccccn2)ccc2cccnc12 (centres undefined)
    1.0, -9, 2, 32, -1, -9, -11, -0.2, -31
(58) Cc1ccc(NC(=O)Cn2cnc3sc(C(=O)NCCN(C)C)c(C)c3c2=O)cc1Cl
    -0.7, -2, -25, 4, -0.22, -23[20 µM], -6, -0.3, -12
(59) Clc1ccc2nc(-c3ccccc3)nc(C(Cl)Cl)c2c1
    1.2, -1, -13, 79*[5 µM], 0.64, -16, -16, 0.8, -21

In the list so far, four have two or more sulfur atoms:
Sequence of screens – zfTRPN1 agonist, thrombin 1536, EBV gp42 block, PPC-1+TRAIL kill, KCC2 mod, Furin inhibitor, Tb hexokinase, TRPML3 ag, m-calpain inh
(10) c1ccc(-c2nnc(SCc3nnc(-c4cccs4)o3)o2)cc1
    0.0, -8, -3, 19, -1, 1[20 µM], -3, 0.5, -52
(17) Cc1oc(-c2cccs2)nc1CS(=O)CC(=O)NCCCOC(C)C (centres undefined)
    1.0, -1, -22, -4, 0.77, -5, 10, -0.3, -35
(31) Cc1sc2nc(CSCC(=O)Nc3ccccc3C#N)[nH]c(=O)c2c1C
    0.7, -3, -39, 8, 1.2, -15, -2, 0.9, 3
(32) CC(C)N(C(=O)CSc1nnc(NC(=O)c2cccs2)s1)C(C)C
    0.7, 0, -11, 28, -0.5, -9[20 µM], -22, 0.1, -2
